Source: PubChem
RGS4-Gao reg: human RGS4-Galphao interaction regulation; binding response (% of control), % at 10 µM; actives 0.33% (n = 220,000); Multiplexed bead flow cytometry, RGS4-Galphao binding; actives lie on both sides; in the data active means binding response below about 49% or above about 150%; inactive means in between;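 further: fluorescent Galphao activated with aluminum fluoride binding bead-coupled RGS4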
Target sequence (P09471 whole entry, looked up): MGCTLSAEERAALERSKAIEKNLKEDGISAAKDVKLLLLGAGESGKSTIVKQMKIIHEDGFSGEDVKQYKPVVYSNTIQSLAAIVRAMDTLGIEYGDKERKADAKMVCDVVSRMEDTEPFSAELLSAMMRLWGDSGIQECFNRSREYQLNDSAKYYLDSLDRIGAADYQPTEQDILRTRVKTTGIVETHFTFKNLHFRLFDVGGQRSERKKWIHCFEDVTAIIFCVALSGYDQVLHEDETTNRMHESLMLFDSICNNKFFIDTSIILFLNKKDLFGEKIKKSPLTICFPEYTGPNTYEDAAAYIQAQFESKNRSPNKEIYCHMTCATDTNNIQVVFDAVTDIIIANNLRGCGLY
Bim-Bcl-B: disrupts Bim peptide binding to human Bcl-B. Q9HD36. bead-based flow cytometry. inhibition, % at 10 µM. actives 0.073% (n = 190,000). AID 951;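 further: 0% = tracer peptide without compound and 100% = reference inhibitor peptide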
GSH bead fluor: compound fluoresces at 488/530 nm on GSH beads. GSH beads flow cytometry, compound fluorescence 488/530 nm; stronger effect = higher value. fluorescence (KMESF) at 10 µM. actives 0.25% (n = 190,000); in the data active means fluorescence above about 89;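 further: glutathione beads carrying GST-tagged Bcl family fusion proteins plus one bare bead set; values are compound well signal with DMSO vehicle wells as background; inactives centre near 16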
RGS8-Gao: regulators of human RGS8-Galphao interaction | P09471 | multiplexed bead flow cytometry, RGS8-Galphao binding; actives lie on both sides | response (percent of control binding), % at 10 µM | actives 0.34% (n = 220,000) | AID 1423; in the data active means response below about 60% or above about 140%; inactive means in between;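 further: Galphao activated as the GDP aluminium fluoride complex binding bead-coupled RGS8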
Bim-Mcl-1: inhibitors of Bim-Mcl-1 interaction, human. Q07820. Bead-based flow cytometry, Bim peptide-Mcl-1 binding. inhibition, % at 10 µM. actives 0.1% (n = 190,000). AID 1009;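 further: 0% = no compound tracer wells and 100% = peptide blocker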
Target sequence (Q07820 whole entry, looked up): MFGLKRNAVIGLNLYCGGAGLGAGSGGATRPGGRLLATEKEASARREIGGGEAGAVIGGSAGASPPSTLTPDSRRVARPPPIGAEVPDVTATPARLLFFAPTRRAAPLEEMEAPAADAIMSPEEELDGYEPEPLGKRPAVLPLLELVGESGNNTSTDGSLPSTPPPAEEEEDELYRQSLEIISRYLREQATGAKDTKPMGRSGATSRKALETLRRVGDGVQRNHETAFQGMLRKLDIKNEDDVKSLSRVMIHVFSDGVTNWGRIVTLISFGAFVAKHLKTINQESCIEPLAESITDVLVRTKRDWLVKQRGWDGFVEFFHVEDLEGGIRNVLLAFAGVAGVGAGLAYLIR
Mcl1 Bid PPI: Mcl-1/Bid interaction inhibition | Q07820 | TR-FRET Mcl-1/Bid-Dy647 peptide binding, 1536-well | inhibition, % at 21.7 µM | actives 0.97% (n = 220,000);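 active means compounds that cut the binding signal by more than half at the single screening dose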;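 further: His-tagged Mcl-1 with europium anti-His antibody binding Bid BH3 peptide; 0% = Mcl-1 plus peptide wells and 100% = peptide-only wells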
Bcl-W Bim block: human Bim-Bcl-W interaction inhibition | bead-based flow cytometry, Bim peptide-Bcl-W binding | inhibition, % at 10 µM | actives 0.02% (n = 190,000) | AID 952;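 further: 0% = bound tracer without compound and 100% = peptide blocker; higher means less fluorescent Bim peptide bound to Bcl-W beads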
RGS7-Gao: regulators of human RGS7-Galphao interaction; P09471; Multiplexed bead flow cytometry, RGS7-Galphao binding; actives lie on both sides; binding response (% of control), % at 10 µM; actives 0.35% (n = 220,000); in the data active means binding response below about 49% or above about 150%; inconclusive means no clear call, values can overlap the other calls; inactive means in between;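 further: fluorescent Galphao held in activated GDP-AlF4 state binding bead-coupled RGS7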
Bfl-1 Bim block: inhibitors of Bim-Bfl-1 interaction, human; actives 0.12% (n = 190,000); inhibition, % at 10 µM; Q16548; Bead-based flow cytometry, Bim-Bfl-1 binding inhibition;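 further: 0% = wells without compound plus tracer and 100% = blocker peptide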
Bcl-XL Bim block: disrupts Bim peptide binding to human Bcl-XL. actives 0.04% (n = 190,000). AID 1007. inhibition, % at 10 µM. bead flow cytometry, fluorescence
Target sequence (Q07817 whole entry, looked up): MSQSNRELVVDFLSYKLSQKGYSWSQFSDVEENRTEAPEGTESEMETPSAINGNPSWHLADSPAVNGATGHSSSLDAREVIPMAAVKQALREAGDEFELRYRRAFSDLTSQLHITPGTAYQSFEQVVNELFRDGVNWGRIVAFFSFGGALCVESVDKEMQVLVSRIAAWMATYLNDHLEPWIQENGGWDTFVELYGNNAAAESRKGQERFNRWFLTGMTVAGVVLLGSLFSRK
Bcl-2 Bim block: disrupts Bim peptide binding to human Bcl-2. P10415. Bead-based flow cytometry, Bim peptide-Bcl-2 binding. inhibition, % at 10 µM. actives 0.06% (n = 190,000). AID 950; in the data active means inhibition above about 40%; inconclusive means no clear call, values can overlap the other calls;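 further: 0% = no compound wells with probe peptide and 100% = reference peptide inhibitor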
* hit, by the source's call; u = inconclusive; x = no result given; & = joins results of further samples; [ ] = dose if it differs, or a comment. Unless noted, no stated cut-off is given here; in the data, active means inhibition above about 40%.

SMILES	RGS4-Gao reg	Bim-Bcl-B	GSH bead fluor	RGS8-Gao	Bim-Mcl-1	Mcl1 Bid PPI	Bcl-W Bim block	RGS7-Gao	Bfl-1 Bim block	Bcl-XL Bim block	Bcl-2 Bim block
Cc1cc(C)cc(-n2c(N)c(C(=O)Nc3c(C)n(C)n(-c4ccccc4)c3=O)c3nc4ccccc4nc32)c1	96	-11	13	98	-12	-24	-11	102	-16	-7	-19
CN=Cc1cc(-c2ccccc2)sc1O	103	-1	30	96	-3	-39	-4	102	-3	-3	0
Brc1ccc(-c2nc(-c3ccncc3)no2)o1	100	-7	28	98	0	-23	1	98	-11	-1	-5
COc1ccc(-c2cn(-c3ccc(C)cc3)c(=O)n2CC(=O)Nc2ccc(OC)cc2OC)cc1	103	-2	17	101	1	-7	-3	101	4	-5	-1
Cc1cc(C(=O)Nc2sc3c(c2C#N)CCCCC3)cs1	100	-8	34	102	1	-25	-1	103	-5	-1	-5
CCSc1n[nH]c(=S)s1	101	-27	13	102	-5	-64	-3	102	-6	-8	-4
CCc1c(C)[nH]c2ccc(OC)cc2c1=S	101	-54	12	102	-5	-2	-4	101	23	-6	2
CCOC(=O)c1cc2cc(OC)ccc2[nH]1	99	0	10	99	0	6	-3	98	0	-2	0
C/C(CC(=O)Nc1ccccc1Br)=N\NC(=O)C(=O)N1CCCC1	104	-8	34	105	-2	-3	0	105	-11	-8	-10
COc1ccnc(Oc2ccccc2)c1C(=O)N/C=N/OCc1ccc(F)cc1Cl	102	-6	36	102	-3	-27	-3	102	-11	-5	-3
COc1ccc(OC)c(C2N(c3ccccn3)C(=O)C3CCCN32)c1 (stereo not drawn)	98	-12	31	96	-6	52*	-4	100	-25	-12	-8
COc1cc(OC)cc(-c2cc3nc(C)c(CCC(=O)NC(C)CCc4ccco4)c(C)n3n2)c1 (stereo not drawn)	96	5	31	97	2	x	1	95	0	3	3
CN(CC(=O)N1CCc2ccccc21)S(=O)(=O)c1ccc(Cl)cc1	102	-8	25	101	-4	3	-3	104	-11	-6	-10
Cc1ccc(S(=O)(=O)N2CCN(C(=O)CN3CCOCC3)C2C(C)C)cc1 (stereo not drawn)	97	-8	21	97	-3	-31	-1	99	-11	-3	-9
CSc1ccccc1C(=O)Nc1cccc([N+](=O)[O-])c1C	90	-8	17	95	0	-38	-5	88	-1	-2	1
O=C(NCc1ccc(Cl)cc1)C1=Cc2cc(Cl)ccc2OC1	103	-6	38	100	0	-8	0	100	-10	-3	-7
C=CCn1c(SCCCC)nc(O)cc1=O	99&87	-6	24	98&97	-1	-21&-37	-1	u	-11	-2	-6
COc1cc2c(cc1OC)/C(=C/C(=O)N1CCOCC1)NC(C)(C)C2	102	0	15	100	-4	-13	-3	100	-1	-1	0
COc1ccc(OC)c(-c2csc(NC(=O)CSc3ccc(Br)cc3)n2)c1	100	-12	20	99	-5	28	-6	97	-17	-9	-13
Cc1cc(NC(=O)Cc2cccs2)nn1CC(=O)NCc1ccco1	101	-6	20	97	-4	-4	-2	102	0	-1	-3
CCCc1nc2sc3c(=O)n(N)cnc3c2c2c1COC(C)(C)C2	101	-7	10	104	-6	-12	-6	104	-4	-8	-8
CCN(CC)c1ccc(/C=N/Nc2nc(C)cc(=O)[nH]2)c(O)c1	101	1	11	103	6	-117	9	99	11	3	6
COc1ccc(-c2cc(C(=O)Nc3sc4c(c3C#N)CCCC4)c3ccccc3n2)cc1	104	-1	13	99	-4	-9	-2	103	-1	-5	-1
CCN(CC)S(=O)(=O)c1ccc(NC(=O)Cn2c(=O)oc3ccccc32)cc1	103	1	14	104	0	3	1	104	-9	-3	-7
CCCCN(C)C(=O)CS(=O)(=O)Cc1nc(-c2cccc(OC)c2)oc1C	101	6	24	96	6	-7	5	102	7	7	4
Cc1cc(C)n2ncc(S(=O)(=O)c3ccccc3)c2n1	98	-5	14	100	-2	-8	-1	u	-4	0	-4
Cc1ccc(-c2nnc(N3CCOCC3)c3ccccc23)cc1S(=O)(=O)NCc1cccnc1	99	-2	14	100	1	3	-2	u	-5	-3	-4
COc1ccc2cc(CN(C(=O)Nc3ccccc3)C3CCCC3)c(=O)[nH]c2c1	95	-1	6	99	4	-14	5	98	-11	0	2
Cc1cc(N2CCOCC2)nc(-c2ccc(Br)cc2)n1	96	-2	9	70	-2	7	-3	100	-1	-2	0
COc1ccc(C(=O)NNC(=O)C(=O)NCc2ccccc2)cc1	104	1	24	102	-1	-45	0	99	-3	-1	-2
Cc1cc(N/N=C/c2ccc(O)cc2O)nc(-n2nc(C)cc2C)n1	101	11	8	101	16	-33	15	95	-4	24	2
CCCCNc1ccccc1C(=O)OCC(=O)Nc1ccc(S(N)(=O)=O)cc1	102	-2	5	102	2	-27	0	96	-12	-4	-3
CCOC(=O)C1CCCN(C(=O)Cn2cnc3c2c(=O)n(C)c(=O)n3C)C1 (stereo not drawn)	101	-6	21	104	-2	-8	1	99	-20	-5	-8
Cc1ccc2cc3c(N)c4c(C)ccc(C)c4nc3nc2c1	102	7	9	104	3	2	5	u	7	10	0
CC(C)CNC(=O)NC(=O)COc1c(F)c(F)cc(F)c1F	101	0	18	100	-1	-18	0	99	0	0	-3
COc1ccc(N2CCN(c3nc(NCCO)nc(N4CCOCC4)n3)CC2)cc1	100	1	12	104	2	-56	1	100	0	0	3
Cc1nnc(NC(=O)CCC(=O)NCc2cccs2)s1	100	-1	12	102	-2	-1	0	99	-2	-3	-6
O=C(CN1C(=O)CSCC1=O)Nc1ccc2c(c1)OCO2	94	-12	16	95	-5	-24	-3	95	-14	-8	-7
CC(C)NC(=S)NN=C1c2ccccc2-c2ccccc21	100	-1	13	98	3	-10	0	u	-4	0	-1
CC(=O)Oc1ccc2c(=O)c(-c3nc4ccccc4s3)coc2c1	80	-1	9	76	-1	11	0	81	2	-3	-1
COc1ccc(CNC(=O)CN(CC2CCCO2)C(=O)CNS(=O)(=O)c2ccccc2)cc1 (stereo not drawn)	129	0	4	86	-5	-20	-1	209*[activator]	2	-1	2
CCOC(=O)c1cnc(-n2nc(C)cc2C)nc1Nc1ccc(OC)cc1	90	-1	44	86	0	-4	-2	86	0	-5	-1
C/C(=N\OC(=O)c1c(-c2ccccc2Cl)noc1C)c1nccs1	102	-5	18	102	-3	-75	0	101	-6	-1	-2
COc1cc2[nH]c(=O)n(CCCC(=O)NCCc3ccccc3)c(=O)c2cc1OC	103	5	22	103	3	10	0	103	-1	1	-4
Cc1ccc(S(=O)(=O)CCc2nnc(N)s2)cc1	95	-4	21	95	-8	-5	-4	98	-1	-2	-6
COc1ccc(CCNC(=O)COC(=O)c2cc(OC)c(OC)cc2OC)cc1	80	-3	14	88	-4	-23	-2	89	-3	0	-3
CC(C)c1cccc(C(C)C)c1NC(=O)c1ccc(OCC(=O)NCc2ccccc2)cc1	98	8	6	99	9	-4	7	101	18	12	15
CC(C)CN1CN(S(=O)(=O)c2cccs2)c2nc3ccccc3nc21	96	1	15	96	1	8	1	95	-1	-1	3
CCn1c(COc2ccccc2C)nnc1SCC(=O)NCc1ccccc1	99	-5	23	101	0	18	1	97	-10	-3	-3
O=C(NCCCN1CCCC1=O)c1csc2ccccc12	89	-5	26	94	1	-8	-1	89	-6	-16	0
COC(=O)c1ccc(NC(=O)CN(C)Cc2cccc(F)c2)cc1	97	1	10	100	-1	-18	-2	96	-5	-4	-1
CC(=O)C1=C(O)CC(c2ccccc2)CC1=NCCc1ccccc1 (stereo not drawn)	100	-5	8	100	-2	-12	-4	98	-5	-5	-2
CS(=O)(=O)n1nc(C(=O)N2CCOCC2)nc1N	90	-6	28	83	-1	1	-3	97	0	-4	-1
O=C(COc1ccccc1-c1ccccc1)N/N=C/c1ccccn1	104	-6	28	103	0	-19	-1	107	-7	-5	-3
COc1cccc(CNC(=O)Cc2ccc(Br)cc2)c1	96	-8	18	101	-11	-34	-5	102	-16	-5	-11
Cc1ccc(Oc2nc3c(c(=O)n(C)c(=O)n3C)n2C)cc1C	100	-5	15	100	-2	-18	-3	u	-7	-4	-4
CCOCCCNC(=O)/C(C#N)=C/c1ccc([N+](=O)[O-])o1	102	-6	25	100	0	-8	0	u	0	0	-1
COc1ccc(C2=NC(C(F)(F)F)(C(F)(F)F)c3c(n(C)c(=O)n(C)c3=O)N2)cc1	92	0	22	89	-2	-52	-2	94	-1	-1	-4
CCOC(=O)c1cnc2c(-c3ccccc3)c(C)nn2c1N	99	6	31	102	2	-10	5	100	5	-3	8
CCc1ccc(N(CC(=O)NCc2ccc(F)cc2)C(=O)c2csnn2)cc1	99	0	13	101	-1	-10	-3	98	-6	-1	0

Structures listed so far with fluorine:
SMILES	RGS4-Gao reg	Bim-Bcl-B	GSH bead fluor	RGS8-Gao	Bim-Mcl-1	Mcl1 Bid PPI	Bcl-W Bim block	RGS7-Gao	Bfl-1 Bim block	Bcl-XL Bim block	Bcl-2 Bim block
COc1ccnc(Oc2ccccc2)c1C(=O)N/C=N/OCc1ccc(F)cc1Cl	102	-6	36	102	-3	-27	-3	102	-11	-5	-3
CC(C)CNC(=O)NC(=O)COc1c(F)c(F)cc(F)c1F	101	0	18	100	-1	-18	0	99	0	0	-3
COC(=O)c1ccc(NC(=O)CN(C)Cc2cccc(F)c2)cc1	97	1	10	100	-1	-18	-2	96	-5	-4	-1
COc1ccc(C2=NC(C(F)(F)F)(C(F)(F)F)c3c(n(C)c(=O)n(C)c3=O)N2)cc1	92	0	22	89	-2	-52	-2	94	-1	-1	-4
CCc1ccc(N(CC(=O)NCc2ccc(F)cc2)C(=O)c2csnn2)cc1	99	0	13	101	-1	-10	-3	98	-6	-1	0

Remaining list, next part:
SMILES	RGS4-Gao reg	Bim-Bcl-B	GSH bead fluor	RGS8-Gao	Bim-Mcl-1	Mcl1 Bid PPI	Bcl-W Bim block	RGS7-Gao	Bfl-1 Bim block	Bcl-XL Bim block	Bcl-2 Bim block
Cc1ccc(CC(=O)NCc2cccnc2)cc1	99	-6	14	96	1	-22	1	u	-7	0	-1
COc1cc(C(=O)Oc2c(CN3CCOCC3)cc(Cl)c3cccnc23)cc(OC)c1OC	102	-8	24	102	-1	-58	2	101	-10	0	-7
CC1CCCC(C)N1C(=O)CSc1nnc(NC(=O)c2cccs2)s1 (stereo not drawn)	102	-24	36	102	-78	1	2	102	-12	1	-12
COc1ccc(C2N(C(=O)c3ccccc3)CCN2C(=O)c2ccc(C)cc2)cc1 (stereo not drawn)	109	-7	13	102	-2	12	-5	114	-15	-5	-7
N#CC(C#SN)=C1CCCCC1	102	-2	17	104	-5	-27	-2	99	0	-2	-4
Nc1ccc(-c2nc3ccc([N+](=O)[O-])cc3[nH]2)cc1	87	1	4	85	2	-20	1	96	0	1	0
COCCNC(=O)c1ccc(CS(=O)(=O)c2c(Cl)cccc2Cl)o1	99	-15	14	104	-5	1	-5	96	-3	-8	-6
Cc1cccc(NC(=O)C2CC(=O)N(c3ccccc3)C2)c1C (stereo not drawn)	99	1	18	100	0	-4	0	99	-1	1	-2
Cn1c(N)c(C(=O)COC(=O)/C=C/c2ccc(OC(F)F)cc2)c(=O)n(C)c1=O	103	-2	11	101	0	-21	-4	104	-2	0	-1
COCc1c(C(=O)OCC(=O)NCCN2C(=O)CSC2=O)oc2ccccc12	93	-1	10	98	-2	-3	0	100	1	-6	-2
Cc1ccnc(NS(=O)(=O)c2ccc(NC(=O)CSc3nc(-c4ccccc4)cc(=O)[nH]3)cc2)n1	95	1	14	98	3	-43	0	93	-5	-1	-1
